# Screening results: PubChem, several laboratories
# M5 antag – human M5 muscarinic receptor antagonists, primary screen, CHO cells, Fluo-8 calcium fluorescence | inhibition, % at 3 µM | AID 624040, 2012 | hit rate 0.59% among 360,000 | CHO-hM5 cells, ACh EC80;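 active = inhibition above a per-plate cutoff, the mean of that plate's test compounds plus 3 SD, cut at about 27% in these data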;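 also: 0% = acetylcholine EC80 with DMSO and 100% = DMSO without agonist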
# Target sequence (P08912 whole entry, looked up): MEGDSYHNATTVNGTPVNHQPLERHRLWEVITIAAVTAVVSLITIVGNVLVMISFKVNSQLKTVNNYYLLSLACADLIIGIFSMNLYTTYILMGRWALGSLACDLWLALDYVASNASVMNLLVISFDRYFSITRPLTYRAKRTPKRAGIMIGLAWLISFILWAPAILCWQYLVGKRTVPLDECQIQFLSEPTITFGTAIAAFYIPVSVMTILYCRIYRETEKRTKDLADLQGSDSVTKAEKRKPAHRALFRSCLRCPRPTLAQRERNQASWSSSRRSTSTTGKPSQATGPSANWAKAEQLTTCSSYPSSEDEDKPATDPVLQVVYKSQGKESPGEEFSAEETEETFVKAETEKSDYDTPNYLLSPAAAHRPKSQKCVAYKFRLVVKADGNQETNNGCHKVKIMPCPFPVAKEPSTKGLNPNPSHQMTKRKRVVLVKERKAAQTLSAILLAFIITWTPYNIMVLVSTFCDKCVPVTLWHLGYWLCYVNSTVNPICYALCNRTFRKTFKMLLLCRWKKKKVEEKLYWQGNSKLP
# CHRM5 agonist – human M5 muscarinic receptor agonists, primary screen, CHO-K1 cells, Fluo-8 calcium fluorescence | Muscarinic acetylcholine receptor M5 (Homo sapiens), P08912 | CHO-K1 hM5 cells; 0% DMSO wells, 100% maximal acetylcholine response | activation, % at 3 µM | hit rate 0.19% among 360,000 | AID 624037, 2012;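 active = activation above the run's mean over test compounds plus 3 SD, cut at about 23% in these data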;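 also: signal is peak over basal fluorescence ratio across the kinetic read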
# IDE cell inh – human IDE inhibitors in live cells, primary screen, fluorescence polarization, HEK cells, FAbetaB substrate. Insulin-degrading enzyme (Homo sapiens), P14735. FAbetaB cleavage. inhibition, % at 5.59 µM. hit rate 0.41% among 320,000. AID 434962, 2010;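 active = percent inhibition above the average of all tested compounds plus 3 SD, set per screening campaign, cut at about 16% in these data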;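 also: IDE supplied by intact live HEK cells; FP after avidin binding of uncleaved biotin substrate so inhibition keeps polarization high; 0% = DMSO wells and 100% = 60 µM reference IDE inhibitor Ii1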
# M4 ag – human M4 muscarinic receptor agonists, primary screen, CHO-K1 cells, Fluo-8 calcium fluorescence | CHO-K1 hM4/Gqi5; vehicle 0%, full acetylcholine response 100% | activation, % at 3 µM | hit rate 0.14% among 360,000 | AID 624127, 2012;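 active = activation above the run mean over all test wells plus 3 SD, cut at about 32% in these data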;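 also: peak over basal fluorescence ratio per well then scaled between controls; 0% = DMSO wells and 100% = acetylcholine at EC100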
# Target sequence (P08173 whole entry, looked up): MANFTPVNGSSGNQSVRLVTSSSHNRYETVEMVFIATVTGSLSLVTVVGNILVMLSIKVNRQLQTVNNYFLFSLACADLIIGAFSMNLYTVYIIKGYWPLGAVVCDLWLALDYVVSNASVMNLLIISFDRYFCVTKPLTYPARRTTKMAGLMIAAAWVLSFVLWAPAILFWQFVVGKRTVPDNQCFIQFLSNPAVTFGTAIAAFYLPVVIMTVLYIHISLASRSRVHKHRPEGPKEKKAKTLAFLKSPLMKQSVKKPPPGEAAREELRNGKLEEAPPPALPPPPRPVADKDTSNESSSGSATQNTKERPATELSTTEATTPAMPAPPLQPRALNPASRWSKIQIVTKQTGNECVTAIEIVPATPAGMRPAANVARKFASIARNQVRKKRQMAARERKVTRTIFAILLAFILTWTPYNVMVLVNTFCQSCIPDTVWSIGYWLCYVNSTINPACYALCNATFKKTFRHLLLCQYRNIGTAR
# CRFR2-BP antag – antagonists of CRF-BP/CRF-R2 complex, primary screen, cell-based, HEK293, calcium dye fluorescence, uHTS; CRF-induced calcium fluorescence; inhibition, % at 11.8 µM; hit rate 0.59% among 350,000;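 active = inhibition of the ligand-induced calcium signal above about 50% at the single tested concentration, limit read from the data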
# M4 PAM – human M4 muscarinic receptor positive allosteric modulators, primary screen, CHO-K1 cells, Fluo-8 calcium fluorescence; CHO-K1 hM4/Gqi5, ACh EC20; 0% = ACh EC20, 100% = maximal ACh; hit rate 0.4% among 360,000; Muscarinic acetylcholine receptor M4 (Homo sapiens), P08173; activation, % at 3 µM;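 active = activation above its plate's cutoff, the mean activation of sample wells plus 3 SD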; also: some results filed as inactive read as strong as hits
# M4 antag – human M4 muscarinic receptor antagonists, primary screen, CHO cells, Fluo-8 calcium fluorescence; hit rate 0.73% among 360,000; CHO-hM4 cells, ACh EC80; inhibition, % at 3 µM;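 active = inhibition above its plate's cutoff, the mean inhibition of sample wells plus 3 SD, cut at about 27% in these data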;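 also: 0% = acetylcholine EC80 with DMSO and 100% = DMSO without agonist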
# M5 PAM – human M5 muscarinic receptor positive allosteric modulators, primary screen, CHO-K1 cells, Fluo-8 calcium fluorescence; CHO-K1 hM5, ACh EC20 PAM; 0% = ACh EC20, 100% = ACh EC100; activation, % at 3 µM; hit rate 0.3% among 360,000;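 active = activation above the run cutoff, the mean activation of all test compounds plus 3 SD, cut at about 18% in these data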
#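 Test system: CHO-K1 hM5 cells / Doses: single-point, 3 µM nominal / Times: Post-acetylcholine fluorescence recording 140 s / Technique: Fluo-8 calcium fluorescence / Measure: Max/basal fluorescence ratio as % of EC20–EC100 ACh window / Benchmarks: low control EC20 acetylcholine (0%), high control EC100 acetylcholine (100%) / Replicates: one well per compound, no replicates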
# CRFBP-R2 agonist – agonists of CRF-BP/CRF-R2 complex, primary screen, cell-based, HEK293, calcium dye fluorescence, uHTS. calcium dye fluorescence (FLIPR); percent of saturating CRF peptide response. AID 588473, 2011. CRF-binding protein / CRF receptor 2 complex (human). activation, % at 13.2 µM. hit rate 0.46% among 350,000;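 active = activation of at least 50%, plus an integration ratio under a set limit after plate pattern correction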;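 also: plate controls were neutral control wells without compound for no effect and CRF at EC100 for full effect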
# * = called active by the depositor; . = not tested or not shown. Rows are unselected; 2.9% or so of the library scored in one or more.
SMILES,M5 antag,CHRM5 agonist,IDE cell inh,M4 ag,CRFR2-BP antag,M4 PAM,M4 antag,M5 PAM,CRFBP-R2 agonist
CCOC(=O)c1c(C)[nH]c(C)c1C(=O)COC(=O)Cc1n[nH]c(=O)c2ccccc12,3,-2,-4,3,2,7,-8,-2,-0.6
COC(=O)C1=C(C(=O)OC)SC2(S1)C(C(=O)OC)=C(C(=O)OC)SC1=C2c2cc(C)ccc2NC1(C)C,4,-2,0,1,-24,1,11,3,2.1
S=c1[nH]nc(-c2cccnc2)n1/N=C/c1ccccc1,-11,0,7,1,10,8,9,-1,-1.8
Cc1ccc(/C=N\NC(=O)c2cc([N+](=O)[O-])cc([N+](=O)[O-])c2)o1,-7,1,10,1,11,-3,2,-5,1.2
Cc1ccccc1Nc1nc(-c2cccnc2)cs1,-1,-2,2,0,7,-1,7,-2,0.8
CCCCc1ccc(S(N)(=O)=O)cc1,4,-3,-5,0,8,9,7,3,1.7
Cc1c(OCC(=O)NCCN2CCOCC2)ccc2c1oc(=O)c1ccccc12,1,3,5,21,-9,-6,0,-6,0.3
NC(=O)NCC12CC3CC(CC(C3)C1)C2,-2,-1,4,0,-2,5,-2,1,-0.6
COc1ccc(-c2coc3c(C(=O)NCc4ccc(F)c(F)c4)cccc23)c(C)c1,-1,3,.,5,.,-13,10,-8,.
CC(=O)Nc1ccc(S(=O)(=O)NCCC(=O)OCC(=O)c2ccccc2)cc1,4,4,2,4,-10,11,-13,-1,1.7
COc1ccc(CCNC(=O)c2ccc3c(c2)NC(=O)C(N2CCOCC2)S3)cc1OC (stereo unspecified),-1,-1,5,1,11,-1,-5,-7,-1.9
CCC1(c2ccccc2)NC(=O)N(CC(=O)NCc2ccncc2)C1=O (stereo unspecified),5,0,-1,2,18,1,8,4,0.5
Cc1cccc(N2CCN(C(=O)c3cccc(N4C(=O)C5C6C=CC(C6)C5C4=O)c3)CC2C)c1 (stereo unspecified),16,6,14,21,-6,-8,-4,-8,0.6
CC(C)c1ccc(/C=C/C(=O)NC2CCCCC2)cc1,0,0,-7,1,-1,0,-8,-2,-1.9
CCN(CC)S(=O)(=O)c1cccc(NC(=O)COC(=O)c2ccc(Br)o2)c1,9,-1,4,10,0,1,1,-7,2.5
CCCNC(=O)/C=C/C(=O)O,10,0,-2,0,3,3,7,-2,-1.0
CC12CCC(/C(=C/NNc3ccc([N+](=O)[O-])cc3[N+](=O)[O-])C1=O)C2(C)C (stereo unspecified),-1,0,.,7,-10,-6,-16,-8,2.9
C=CCn1c(SCC(=O)NC(=O)NCc2ccco2)nc2sc(C)c(C)c2c1=O,-1,-2,-5,0,-29,-3,-8,7,-0.6
CCOC(=O)c1cnc(NCc2ccccc2)nc1C,-4,3,-1,0,-35,5,3,-2,-0.7
Cc1ccc(C)c(OCc2cc(C(=O)N3CCOCC3)no2)c1,23,-1,3,4,0,5,1,-9,-0.5
O=C(NC1CCCC1)c1noc2c1CCCCC2,2,-6,-2,0,1,-2,-2,-8,0.9
Cc1ccc2oc(=O)c(-c3ccc(O)cc3)c(C)c2c1,2,-7,-1,-2,13,-6,-2,0,-0.2
CCOC(=O)C(C(=O)OCC)C(CC(=O)C1CC1)c1ccccc1 (stereo unspecified),-10,-3,-5,1,-7,0,1,-2,0.9
CC(C(=O)N1CCN(c2ccc(Cl)cc2)CC1)c1ncc(C(F)(F)F)cc1Cl (stereo unspecified),-1,8,3,4,0,11,-10,-7,-0.8
CC(C)NC(=O)c1cnn2c1NC(c1cccs1)CC2C(F)(F)F (stereo unspecified),4,1,3,1,-8,3,-4,3,-2.0

# Entries of single compounds, looked up by structure. Values in the order: M5 antag, CHRM5 agonist, IDE cell inh, M4 ag, CRFR2-BP antag, M4 PAM, M4 antag, M5 PAM, CRFBP-R2 agonist
# Cc1ccc(C)c(OCc2cc(C(=O)N3CCOCC3)no2)c1 is listed as 23, -1, 3, 4, 0, 5, 1, -9, -0.5
# S=c1[nH]nc(-c2cccnc2)n1/N=C/c1ccccc1 is listed as -11, 0, 7, 1, 10, 8, 9, -1, -1.8
# O=C(NC1CCCC1)c1noc2c1CCCCC2 is listed as 2, -6, -2, 0, 1, -2, -2, -8, 0.9
# Cc1ccc2oc(=O)c(-c3ccc(O)cc3)c(C)c2c1 is listed as 2, -7, -1, -2, 13, -6, -2, 0, -0.2
# CCOC(=O)C(C(=O)OCC)C(CC(=O)C1CC1)c1ccccc1 (stereo unspecified) is listed as -10, -3, -5, 1, -7, 0, 1, -2, 0.9

# Next structures
SMILES,M5 antag,CHRM5 agonist,IDE cell inh,M4 ag,CRFR2-BP antag,M4 PAM,M4 antag,M5 PAM,CRFBP-R2 agonist
COc1cccc(/C=N/NC(=O)CNC(=O)C(c2ccccc2)c2ccccc2)c1O,-15,1,-1,8,-19,-2,-22,15,-2.6
CCOC(=O)c1c(CC(C)C)csc1NC(=O)CCl,-6,-11,0,0,1,-3,8,-5,1.3
CN1CCN(NC(=O)c2ccc(Cl)cc2Cl)CC1,5,-3,7,1,9,-4,-1,-4,1.8
Cc1cc(C)nc(N2C(=O)CC(C(=O)O)NC2=NCCc2c[nH]c3ccccc23)n1 (stereo unspecified),-1,0,4,0,-20,15,6,5,2.7
Cc1ccc(C)c(NC2CCCCC2NS(=O)(=O)c2ccccc2)c1 (stereo unspecified),-1,-9,-4,-2,-4,-6,-11,-6,0.8
O=C(NC1CCCCC1)[C@@H]1CSC2c3ccccc3C(=O)N21 (stereo partly specified),2,-1,3,1,-1,2,-4,6,0.8
Cc1ccc(S(=O)(=O)CCC(O)c2ccc(Cl)cc2)cc1 (stereo unspecified),18,-1,5,0,7,-2,7,-2,-7.0
O=C(NCc1ccccn1)c1cccc(NS(=O)(=O)c2cccc(F)c2)c1,6,-2,-6,2,1,-1,-2,-2,-2.6
CCOc1ccc(CN2CCN(C/C=C/c3ccc(OC)cc3)CC2CCO)cc1 (stereo unspecified),-11,-5,7,3,-13,-5,-3,5,-1.5
O=C(N[C@@H](CCC/[N+]([O-])=C/c1ccccc1)C(=O)O)OCc1ccccc1,-11,0,.,0,-4,11,-16,5,-2.9
CCCCn1nnnc1C(c1cccc(OC)c1OC)N1CCN(C/C=C/c2ccccc2)CC1 (stereo unspecified),47*,-8,.,1,.,-14,10,-22,.
CC(=O)N1CCC(=NNc2ccc(S(N)(=O)=O)cc2[N+](=O)[O-])CC1,-5,3,-6,-1,6,-2,0,7,-0.6
CC(=O)N1c2ccc(S(=O)(=O)N3CCC(C(=O)Nc4cccc(Cl)c4)CC3)cc2CC1C (stereo unspecified),16,2,13,16,3,-9,5,-17,0.2
O=C(COC(=O)c1nc(Cl)ccc1Cl)NCc1ccccc1,1,-3,-3,0,11,8,0,-2,-0.3
CCOC(=O)/C(=C\c1ccc(OC)c(OC)c1)C(=O)c1cccnc1,1,2,-2,0,-25,3,-5,3,2.4
CCOC(=O)CN1N=C(c2ccc(Cl)cc2)CCC1=O,11,0,5,18,-2,-1,-4,-7,-0.5
O=C(CN1CCOCC1)Nc1cccc(S(=O)(=O)N2CCCCCC2)c1,17,0,-2,2,1,2,-4,-1,0.4
COc1ccc(C)cc1-n1c(SCC(=O)Nc2cccc(C(=O)O)c2)nc2ccccc2c1=O,9,0,-4,0,3,16,-3,0,-0.7
C[C@]12c3[nH]c4cc(-c5ccco5)ccc4c3CCN1C(=O)[C@@H](CC(=O)NCc1ccco1)C[C@@H]2C(=O)N1CCCCC1,14,1,.,1,-1,-7,4,-3,-0.1
CCCOc1ccc(NC(=O)C2CCCNC2=O)cc1 (stereo unspecified),4,-3,3,0,10,1,-1,-6,-0.7
COC(=O)CC1c2cc(OC)c(OC)cc2CC(=O)c2cc(OC)c(OC)cc21 (stereo unspecified),11,-1,2,1,11,0,4,-3,-1.9
COC(=O)c1cc(NC(=O)c2ccoc2C)cc(C(=O)OC)c1,-1,2,1,1,-22,-3,-1,-9,1.4
CCc1ccc2nc3sc(C(=O)O)cc3cc2c1,2,0,5,0,12,9,3,5,-0.4
O=C(Nc1ccccc1)N1CCc2scc[n+]2-c2ccccc21,-4,0,4,0,9,-3,4,6,-0.2
COc1cc(-c2noc(C)c2C#CCO)cc(OC)c1OC,7,-3,-5,3,-5,1,-6,5,0.3
# Next part.
SMILES,M5 antag,CHRM5 agonist,IDE cell inh,M4 ag,CRFR2-BP antag,M4 PAM,M4 antag,M5 PAM,CRFBP-R2 agonist
Cc1ccc(C(c2ccc(C)c(C)c2)C(O)C2OC(=O)C(O)C2O)cc1C (stereo unspecified),-4,-3,.,4,-2,5,-22,10,0.7
Cc1ccc(S(=O)(=O)N2CCCCC2)cc1NC(=O)COC(=O)Cc1ccc(Cl)cc1,3,2,3,5,0,-2,-8,-10,-0.4
Cc1sc(NC(=O)/C=C/c2ccc3c(c2)OCO3)nc1-c1ccccc1,-2,0,1,3,24,-2,11,-4,-1.9
Cc1c(C(=O)NC(=S)Nc2ccc(N3CCOCC3)cc2)cccc1[N+](=O)[O-],1,-2,1,3,-25,14,-4,-1,-0.5
CCOC(=O)[C@@H]1[C@H]2COc3cc(OC)ccc3[C@H]2N2C(=O)N(c3cccc(F)c3)C(=O)[C@@]12C,10,-1,-1,0,-11,-1,9,-6,0.9
Cc1cnc(C(=O)NCc2ccc(F)cc2)cn1,6,-1,5,0,1,5,1,1,0.1
Cc1c(CC(=O)NCC(=O)O)c(=O)oc2cc3oc4c(c3cc12)CCCC4,6,-2,.,0,-4,5,3,-2,1.4
CC(C)n1nnnc1-c1ccc(Cl)cc1,-4,-2,0,0,-7,-1,-5,-3,0.7
CNC[C@@H](CC1CCCCC1)NC[C@H](CC(C)C)NCCc1cccc(C(F)(F)F)c1,10,-4,3,5,-47,0,21,2,18
Cc1cccn2c(=O)c(/C=C(\C#N)C(N)=O)c(N3CCN(c4cccc(Cl)c4)CC3)nc12,13,-2,.,4,-3,-1,-1,-5,0.0
CCc1cc(CNC(=O)c2ccc(OC3CCN(C(C)=O)CC3)c(OC)c2)on1,9,-6,3,1,-5,8,-7,-4,-0.6
Nc1ccn([C@@H]2O[C@H](COS(=O)(=O)O)[C@@H](O)[C@H]2O)c(=O)n1,3,-3,7,-1,-1,7,-4,4,0.1
CCCCn1c(N)c(N(CC)C(=O)CSCc2ccc(C)cc2)c(=O)[nH]c1=O,2,-5,-5,1,1,3,-2,1,-0.4
O=[N+]([O-])c1ccc(C[n+]2cc(-c3ccccc3)n3c2CCCCC3)cc1,-9,-11,3,0,7,-5,8,2,0.5
Cc1nc(S(=O)(=O)c2ccc(Cl)cc2)c(NCc2ccccc2)o1,2,-6,-2,1,16,0,1,-10,-2.1
Cc1ccc(NNC(=O)c2ccc(Cl)cc2)nn1,16,0,1,-1,0,-12,-4,-6,1.7

# Structures listed so far shown as hits in M5 antag:
SMILES,M5 antag,CHRM5 agonist,IDE cell inh,M4 ag,CRFR2-BP antag,M4 PAM,M4 antag,M5 PAM,CRFBP-R2 agonist
CCCCn1nnnc1C(c1cccc(OC)c1OC)N1CCN(C/C=C/c2ccccc2)CC1 (stereo unspecified),47*,-8,.,1,.,-14,10,-22,.
